AmpC inh detg: inhibitors of E. coli AmpC beta-lactamase with detergent; P00811; AmpC hydrolysis of nitrocefin, absorbance 480 nm, 0.01% Triton; Potency, µM (doses to about 114 µM), inactives show at the highest dose activity change, negative = inhibition, actives largely listed as inhibitors; 370,000 compounds, 0.041% hits; AID 485294;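 note: potency is the fitted concentration of half-maximal effect; 0% = no-compound wells and -100% = no-enzyme wells; nearly all actives have a fitted effect of over 25% in size; some results filed as inactive show a strong effect at the top dose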
Target sequence (P00811 whole entry, looked up): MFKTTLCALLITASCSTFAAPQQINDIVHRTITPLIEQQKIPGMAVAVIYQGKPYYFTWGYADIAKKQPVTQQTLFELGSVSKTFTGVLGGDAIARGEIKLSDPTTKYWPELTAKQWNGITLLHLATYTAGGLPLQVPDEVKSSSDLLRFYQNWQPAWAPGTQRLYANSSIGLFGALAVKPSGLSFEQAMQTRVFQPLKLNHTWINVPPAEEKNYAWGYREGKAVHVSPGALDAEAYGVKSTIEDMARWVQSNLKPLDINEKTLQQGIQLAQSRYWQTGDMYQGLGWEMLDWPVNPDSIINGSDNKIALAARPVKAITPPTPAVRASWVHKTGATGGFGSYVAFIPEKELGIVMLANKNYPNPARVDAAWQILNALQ
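AmpC (5.3 nM in the dispensed reagent) in 20 mM phosphate pH 7.0 with 0.01% (detergent screen) or 0.0001% Triton X-100 was preincubated with compounds for 15 min at room temperature. Nitrocefin was then added from an 800 uM solution, and hydrolysis was followed at 480 nm.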
Shiga toxin inh: Shiga toxin inhibition | Vero cells, Shiga toxin protein synthesis inhibition reporter | inhibition, % at 38.7 µM | 290,000 compounds, 9.2% hits; in the data active = inhibition mostly above about 28%, no sharp cut-off; inactive = mostly below about 43%; note: 0% is about no effect
FBPA Giardia inh: inhibitors of Giardia lamblia fructose-1,6-bisphosphate aldolase; A8B2U2; purified Giardia FBPA; Potency, µM (titrated, usually from 59.6 µM), inactives show at the highest dose activity, negative = inhibition, most hits filed as inhibitors; 290,000 compounds, 0.71% hits; note: potency is the fitted concentration of half-maximal effect; % is set by controls: 0 for no effect and ±100 for the full control effect; nearly all actives have a fitted effect of over 55% in size
Target sequence (A8B2U2 whole entry, looked up): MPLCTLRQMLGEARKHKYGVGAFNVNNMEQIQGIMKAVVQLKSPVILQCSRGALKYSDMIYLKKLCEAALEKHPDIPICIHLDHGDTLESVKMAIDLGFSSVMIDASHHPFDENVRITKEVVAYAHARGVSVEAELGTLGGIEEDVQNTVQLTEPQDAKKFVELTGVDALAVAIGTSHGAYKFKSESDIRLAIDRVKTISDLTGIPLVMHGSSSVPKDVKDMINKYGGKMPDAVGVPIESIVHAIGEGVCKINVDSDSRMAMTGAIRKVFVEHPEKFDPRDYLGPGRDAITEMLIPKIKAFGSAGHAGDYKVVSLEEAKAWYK
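Giardia FBPA (40 nM reagent) was preincubated 10 min at RT with compound (up to 57.5 uM final), then substrate plus GAPDH/TPI/NAD/arsenate coupling system with diaphorase/resazurin was added; resorufin fluorescence (525/598 nm) was read after 20 min.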
HCMV inh: blocks human cytomegalovirus replication | activity change, negative = inhibition, % at 57.5 µM | AID 1259415 | HFF cells, HCMV-luciferase reporter, 72 h; stronger effect = lower value | 410,000 compounds, 4.5% hits; in the data active = activity change below about -60%; inconclusive = no clear call, values can overlap the other calls; inactive = above about -39%; note: % is set by controls: 0 for no effect and ±100 for the full control effect
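Luciferase read-out from HCMV-luciferase-infected HFFs (MOI 1 PFU/cell) 72 h post infection at 37C; compounds added after 16 h cell attachment; activity normalized between buffer-only basal and Salinomycin (10uM) inhibitor controls.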
AMA1-RON2 inh: disrupts binding of P. falciparum AMA1 to RON2; AlphaScreen AMA1-biotinylated RON2 peptide binding; AID 720542; Potency, µM (doses to about 58.2 µM), without a hit: at the top dose activity change, negative = inhibition, actives largely listed as inhibitors; 360,000 compounds, 0.2% hits;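 note: potency is the fitted concentration of half-maximal effect; 0% = vehicle wells and -100% = peptide control; nearly all actives have a fitted effect of over 45% in size; some results filed as inactive show a strong effect at the top dose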
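AMA1 (3D7) with his tag at 25 nM final met compounds first, then biotinylated RON2 peptide at 25 nM; detection used donor plus acceptor beads, 10 µg/mL apiece, read by AlphaScreen after 30 min at room temperature.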
CHX counter: affects cycloheximide protein synthesis inhibition readout, counter-screen | cell reporter, cycloheximide protein synthesis inhibition counterscreen | max response, % | 300,000 compounds, 12% hits | AID 2314; in the data active = max response mostly above about 13%, no sharp cut-off; inactive = mostly below about 14%; note: read at 38.3 µM for the half of the compounds with a filed dose; 0% is about no effect
AmpC no deterg: blocks E. coli AmpC beta-lactamase in detergent-free assay; P00811; AmpC nitrocefin hydrolysis, absorbance 480 nm, 0.0001% Triton; Potency, µM (series often up to 57.1 µM), inactives show at the top dose activity change, negative = inhibition, actives largely listed as inhibitors; 330,000 compounds, 0.52% hits; AID 485341;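 note: potency is the fitted concentration of half-maximal effect; plate controls were no compound for no effect and no enzyme for full effect; nearly all actives have a fitted effect of over 20% in size; some results filed as inactive show a strong effect at the top dose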
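20 mM phosphate pH 7.0 + 0.01% (detergent screen) or 0.0001% Triton X-100; 5.3 nM AmpC reagent; cpd preinc 15 min RT; nitrocefin (800 uM stock) to start; A480 q20 s × 4 min; Activity was normalised to no-enzyme and no-compound control wells.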
* hit, by the source's call; u = inconclusive; x = not tested or not shown; & = joins results of further samples; [ ] = remark or other dose. Unless noted, calls come from the whole dose curve; as a rule, active = well fitted curve in the direction sought with a large enough effect; inconclusive = small, poorly fitted or top-dose-only effect, or another doubt; inactive = no such curve, though single readings can be large; an effect the other way counts as inactive or inconclusive.

no.	SMILES	AmpC inh detg	Shiga toxin inh	FBPA Giardia inh	HCMV inh
1	COCc1c(N)c(C)nc(Cl)c1C#N	-1%	32	u	u
2	NC(=O)c1ccccc1NS(=O)(=O)c1ccccc1	u	20	0%	17
3	CCCCN(CCCC)C(=O)c1cc2ccccc2c(=O)o1	u	10	1%	-68*
4	O=C(CN1C(=O)C2CCCCC2C1=O)Nc1ccccc1C(=O)O (stereo unspecified)	-18%	-7	0%	1
5	CNC(=O)Nc1ccc(C(=O)N/N=C\C23CC[C@@H](O)CC2(O)CC[C@@H]2[C@@H]3CCC3(C)C(C4=CC(=O)OC4)CCC23O)cc1 (stereo partly specified)	2%	-12	-6%	-23
6	COC(=O)CNC(=O)c1ccccc1C	-13%	-21	-1%	21
7	CCNC(=S)Nc1ccc(Cl)c(C(F)(F)F)c1	u	2	-4%	u
8	CCN(CC)S(=O)(=O)c1ccc(C)c(NC(=O)CSc2ncc(C(F)(F)F)cc2Cl)c1	1%	11	11%	-9
9	NC1=Nc2ccccc2Oc2ccccc21	5%	-3	-2%	-8
10	Cc1nc(N2CCCCC2C)c2c(C)c(C(=O)Nc3cccc(C(F)(F)F)c3)sc2n1 (stereo unspecified)	2%	-4	-5%	-29
11	Cc1ccc(N(CC(=O)NC2CCCCC2)S(=O)(=O)c2cccs2)cc1	-4%	-7	x	19
12	COc1cc(C(=O)OCCc2cc3ccccc3c(=O)o2)cc(OC)c1OC	-3%	x	x	3

no.	AMA1-RON2 inh	CHX counter	AmpC no deterg
1	24%	14*	-41%
2	-2%	-4	-16%
3	-5%	-1	-5%
4	11%	-5	-10%
5	69%[activator]	0	8%
6	-8%	-1	-19%
7	9%	2	-25%
8	-23%	-5	-28%
9	-6%	0	-32%
10	10%	1	-54%
11	-5%	-13	-20%
12	0%	x	56%

Carrying on.
no.	SMILES	AmpC inh detg	Shiga toxin inh	FBPA Giardia inh	HCMV inh
13	CCOC(=O)c1nnn(-c2nonc2N)c1CSc1ccccn1	4%	-10	-11%	22
14	Cc1ccc(S(=O)(=O)NCCC(=O)OCC(=O)Nc2cccc(Cl)c2)cc1	0%	x	x	-17
15	Brc1ccccc1OCCN1CCOCC1	-13%	-9	28µM*	25
16	COCC(C)n1c(SCC(=O)Nc2c(C)n(C)n(-c3ccccc3)c2=O)nc2ccccc2c1=O (stereo unspecified)	x	x	x	0
17	CCOc1ccccc1NC(=O)/C=C/c1ccccc1[N+](=O)[O-]	-3%	6	-2%	8
18	Cc1ccc(Cl)cc1NS(=O)(=O)c1ccc2c(c1)NC(=O)C(C)C(=O)N2 (stereo unspecified)	-3%	-1	14%	8
19	CCn1c2ccccc2c2cc(CN3CCN(S(C)(=O)=O)CC3)ccc21	1%	-9	2%	-24
20	COc1ccc(CCNc2nc(-c3ccc(NC(C)=O)cc3)cs2)cc1OC	7%	30	-6%	-12
21	COc1cc(/C=C2/C(=N)N3C(=NC2=O)SN=C3S(C)(=O)=O)ccc1OS(=O)(=O)c1ccccc1	1%	45*	x	x
22	CCOC(=O)Cc1[nH]nc2c1C(c1ccsc1)C(C#N)=C(N)O2 (stereo unspecified)	1%	-3	2%	u
23	CC(C)C(NC(=O)Cc1ccccc1[N+](=O)[O-])C(C)C	-5%	-5	0%	70
24	COc1ccc(C(=O)N/C(=C/c2ccco2)C(=O)N2CCCCCC2)cc1	-1%	-6	-17%	-5

no.	AMA1-RON2 inh	CHX counter	AmpC no deterg
13	-5%	18	-7%
14	12%	x	-3%
15	0%	2	0%
16	0%	x	4%
17	-3%[2.32 µM]	45*	-30%
18	0%	-2	-21%
19	-14%	-1	248%[activator]
20	-10%	10	97%[activator]
21	x	8	u
22	74%[activator]	-3	-21%
23	5%	-1	-16%
24	22%	9	-3%

4 of the compounds above, field by field:
3: CCCCN(CCCC)C(=O)c1cc2ccccc2c(=O)o1
  AmpC inh detg: u
  Shiga toxin inh: 10
  FBPA Giardia inh: 1%
  HCMV inh: -68*
  AMA1-RON2 inh: -5%
  CHX counter: -1
  AmpC no deterg: -5%

9: NC1=Nc2ccccc2Oc2ccccc21
  AmpC inh detg: 5%
  Shiga toxin inh: -3
  FBPA Giardia inh: -2%
  HCMV inh: -8
  AMA1-RON2 inh: -6%
  CHX counter: 0
  AmpC no deterg: -32%

20: COc1ccc(CCNc2nc(-c3ccc(NC(C)=O)cc3)cs2)cc1OC
  AmpC inh detg: 7%
  Shiga toxin inh: 30
  FBPA Giardia inh: -6%
  HCMV inh: -12
  AMA1-RON2 inh: -10%
  CHX counter: 10
  AmpC no deterg: 97%[activator]

14: Cc1ccc(S(=O)(=O)NCCC(=O)OCC(=O)Nc2cccc(Cl)c2)cc1
  AmpC inh detg: 0%
  Shiga toxin inh: x
  FBPA Giardia inh: x
  HCMV inh: -17
  AMA1-RON2 inh: 12%
  CHX counter: x
  AmpC no deterg: -3%

The list continues:
no.	SMILES	AmpC inh detg	Shiga toxin inh	FBPA Giardia inh	HCMV inh
25	CCCCn1c(-c2ccco2)nc2oc3ccccc3c(=O)c2c1=O	-7%	-2	1%	-35
26	CN(C)C(CNC(=O)CCCOc1ccccc1)c1ccco1 (stereo unspecified)	-10%	15	0%	13
27	COC(=O)Sc1nnc(-c2ccc(Br)cc2)o1	2%	-18	5%	x
28	Cc1cccc(NC(=O)COC(=O)CCc2c[nH]c3ccccc23)c1	1%	x	x	222
29	C/C(N)=C(/C#N)C(=O)COC(=O)c1ccccc1Cc1ccccc1	-13%	22	-11%	-16
30	Cc1ccc(S(=O)(=O)N2CCCCC2)cc1NC(=O)CSc1ccc2c(c1)OCCO2	u	-12	-5%	3
31	Cc1c(C)n(C)c2ccc(C(=O)NCCCN3CCOCC3)cc12	-7%	-9	-11%	24
32	CCOC(=O)N1CCN(C(=S)NC(=O)c2ccc(F)c(F)c2)CC1	3%	-7	16µM*	-89*
33	CN(C)c1cccc(C(=O)OCCCC(=O)c2ccc(F)cc2)c1	4%	x	x	2
34	O=C(COc1ccc2c(c1)OCO2)Nc1ccccc1F	u	108*	4%	8
35	CCOc1ccc(NC(=O)NCC2CCN(c3ccc(OC)cc3)C2)cc1 (stereo unspecified)	u	-18	-11%	3
36	CCOc1ccccc1N1CC(C(=O)NCCOc2ccccc2OC)CC1=O (stereo unspecified)	-6%	-2	x	65

no.	AMA1-RON2 inh	CHX counter	AmpC no deterg
25	-6%	0	-28%
26	-1%	16	-5%
27	x	6	-15%
28	-3%	x	-20%
29	-3%	18*	-18%[11.4 µM]
30	-14%	-2	u
31	-4%	3	3%
32	46%[activator]	1	2%
33	u	x	-2%
34	-1%	41*	-3%[2.29 µM]
35	-24%	-1	-50%
36	32%[activator]	1	37%

The list goes on:
no.	SMILES	AmpC inh detg	Shiga toxin inh	FBPA Giardia inh	HCMV inh
37	CCOc1ccc(Br)cc1CNCc1cccnc1	-2%	-9	-28%	30
38	O=C1CC(=O)Nc2cc(S(=O)(=O)Nc3ccc(F)cc3Cl)ccc2N1	-9%&8%	-2	-10%	-6&0
39	Cc1cc(C)cc(N2C(=O)CC(Sc3ncn[nH]3)C2=O)c1 (stereo unspecified)	-5%	-18	20µM*	-3
40	O=C1C(Nc2ccccc2)=C(NS(=O)(=O)c2ccccc2)C(=O)c2ccccc21	u	4	-21%	u
41	Cc1noc(C)c1COc1cccc(C(=O)N(C)Cc2cccs2)c1	-22%	x	x	-1
42	O=C(N/N=C/c1cc2c(cc1[N+](=O)[O-])OCO2)c1ccc2c(c1)OCO2	-7%	13	7%	29
43	COc1ccccc1-c1sc2ccccc2c1-c1ccc(OCCN2CCOCC2)cc1	x	x	x	-3
44	CCCCNC(=S)Nc1ccc(SC(F)F)cc1	u	149*	-11%	0
45	CCOc1ccc(S(=O)(=O)N2CCCCC2)cc1NC(=O)CN1C(=O)NC(C)(C2CC2)C1=O (stereo unspecified)	9%	x	x	0
46	CC(C)CNC(=O)CCCc1c[nH]c2ccccc12	-9%	13	-2%	8
47	Cc1ccc(SCc2cc(=O)[nH]c(Nc3nc(C)c4ccc(C)cc4n3)n2)cc1	-10%	-5	-1%	-17
48	Cc1ccn2c(=O)c(NC(=O)c3ccc(Br)o3)c(C)nc2c1	7%	x	x	-6

no.	AMA1-RON2 inh	CHX counter	AmpC no deterg
37	-3%	-1	-19%
38	-1%	-2	-14%
39	3%	-2	-21%
40	-4%	-4	19%[2.29 µM]
41	10%	x	3%
42	17%	2	-2%
43	u	x	144%[activator]
44	20%	61*	-22%[11.4 µM]
45	6%	x	61%[activator]
46	21%	6	-20%
47	20%	-2	-27%
48	22%	x	-1%

(listing goes on)
no.	SMILES	AmpC inh detg	Shiga toxin inh	FBPA Giardia inh	HCMV inh
49	CCOC(=O)C1CCCN(C(=O)c2ccc3c(=O)n(Cc4ccccc4OC)c(=S)[nH]c3c2)C1 (stereo unspecified)	2%	-10	x	-94*
50	COc1ccc(N(C(C)C(=O)Nc2cccnc2)S(C)(=O)=O)cc1 (stereo unspecified)	6%	-18	1%	-20
51	COCCNC(=O)c1cn(C(C)c2ccccc2F)nn1 (stereo unspecified)	-10%	-7	0%	-29
52	CCc1ccc(CN(C)C(=O)C2CCC(=O)N(Cc3cccc(OC)c3)C2)nc1 (stereo unspecified)	-4%	23	-1%	36
53	c1ccc2[nH]c(NCCCN3CCOCC3)nc2c1	-1%	35	-12%	-26
54	CCn1c2ccccc2c2cc(NC(=O)COc3ccc(OC)cc3)ccc21	-6%	12	-2%	-27
55	FC(F)Oc1ccc(-n2cc(-c3ccc(Cl)cc3)[n+]3c2CCCCC3)cc1	6%	-12	7%	-17
56	COc1ccccc1OCc1ccc(C(=O)NCC2CCCO2)o1 (stereo unspecified)	-2%	54	0%	20
57	Cc1ccc(Sc2ccccc2CN(C)C)c(N)c1	x	31	-22%	x
58	Cc1nc2c(Br)cc(Br)cc2cc1O	-2%	-7	-6%	-40
59	Cc1n[nH]c(=O)nc1N1CCN(c2ccccc2)CC1	-1%	-2	3%	17
60	Cc1ccc(NC(=O)C(C)SCc2nc3sc(C)c(C)c3c(=O)[nH]2)nc1 (stereo unspecified)	-3%	x	x	3
61	CCOc1ccc(NC(=O)c2ccc(NS(=O)(=O)c3cccs3)cc2)cc1	1%	21	-11%	-8

no.	AMA1-RON2 inh	CHX counter	AmpC no deterg
49	75%[activator]	-3	95%[activator]
50	-8%	0	-14%
51	10%	0	-4%
52	73%[activator]	4	54%
53	1%	-3	-19%
54	-1%	-2	-23%
55	10%	-1	25%
56	-7%	4	-1%
57	x	25*	x
58	12%	-4	-22%
59	5%	-3	-12%
60	-8%	x	-9%
61	-11%	10	-27%
